From PubChem
TRPC6 inhibitor: mouse TRPC6 channel inhibitors, primary screen, cell-based, HEK293, membrane potential dye; Short transient receptor potential channel 6 (Mus musculus), Q61143; ACh-evoked depolarization; hits give low values; B-score at 10 µM; 310,000 tested, 1.1% active; AID 2553, 2010;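 active = B-score under library mean minus 3 SD, initial fluorescence not abnormally high, positive integrated signal ratio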;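 note: B-score derived from integrated fluorescence ratio over the kinetic read; more negative B-score means stronger inhibition of depolarization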
MrgX1 PAM: positive allosteric modulators of MrgX1, primary screen, HEK293 cells, Fluo-4 calcium flux; FDSS; hits give high values; B-score at 10 µM; 310,000 tested, 0.63% active;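 active = plate-corrected calcium response at least 3 library SD above typical, normal starting fluorescence, not activating the receptor alone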;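 note: compound read alongside a low EC10 to EC30 dose of BAM8-22 agonist; peak minus trough fluorescence over baseline measured at the second addition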
SKKanGAS inh: S. pyogenes SKKanGAS growth inhibitors in kanamycin, primary screen, streptokinase expression inhibitor project, SKKanGAS strain, BacTiter-Glo luminescence; 6 h; inhibition, % at 7.5 µM; 300,000 tested, 1.3% active; AID 1662, 2009;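 active = mean replicate score, as percent of positive control median, at least 50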;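 note: strain carries kanamycin resistance gene driven by streptokinase promoter and grows in 40 µg/ml kanamycin; loss of luminescence reflects streptokinase promoter inhibition or plain growth inhibition; 0% = median of DMSO wells and 100% = positive control at its reference dose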
TRPC4 inh: inhibitors of mouse TRPC4 channel, primary screen, Fluo4 calcium, HEK293 TRPC4beta/mu-opioid cells; Short transient receptor potential channel 4 (Mus musculus), Q9QUQ5; DAMGO-evoked Fluo4 calcium flux; hits give low values; B-score at 10 µM; 300,000 tested, 0.39% active;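 active = B-score over 3 SD under the library average, no early fluorescence shift, positive overall ratio signal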
Target sequence (Q9QUQ5 whole entry, looked up): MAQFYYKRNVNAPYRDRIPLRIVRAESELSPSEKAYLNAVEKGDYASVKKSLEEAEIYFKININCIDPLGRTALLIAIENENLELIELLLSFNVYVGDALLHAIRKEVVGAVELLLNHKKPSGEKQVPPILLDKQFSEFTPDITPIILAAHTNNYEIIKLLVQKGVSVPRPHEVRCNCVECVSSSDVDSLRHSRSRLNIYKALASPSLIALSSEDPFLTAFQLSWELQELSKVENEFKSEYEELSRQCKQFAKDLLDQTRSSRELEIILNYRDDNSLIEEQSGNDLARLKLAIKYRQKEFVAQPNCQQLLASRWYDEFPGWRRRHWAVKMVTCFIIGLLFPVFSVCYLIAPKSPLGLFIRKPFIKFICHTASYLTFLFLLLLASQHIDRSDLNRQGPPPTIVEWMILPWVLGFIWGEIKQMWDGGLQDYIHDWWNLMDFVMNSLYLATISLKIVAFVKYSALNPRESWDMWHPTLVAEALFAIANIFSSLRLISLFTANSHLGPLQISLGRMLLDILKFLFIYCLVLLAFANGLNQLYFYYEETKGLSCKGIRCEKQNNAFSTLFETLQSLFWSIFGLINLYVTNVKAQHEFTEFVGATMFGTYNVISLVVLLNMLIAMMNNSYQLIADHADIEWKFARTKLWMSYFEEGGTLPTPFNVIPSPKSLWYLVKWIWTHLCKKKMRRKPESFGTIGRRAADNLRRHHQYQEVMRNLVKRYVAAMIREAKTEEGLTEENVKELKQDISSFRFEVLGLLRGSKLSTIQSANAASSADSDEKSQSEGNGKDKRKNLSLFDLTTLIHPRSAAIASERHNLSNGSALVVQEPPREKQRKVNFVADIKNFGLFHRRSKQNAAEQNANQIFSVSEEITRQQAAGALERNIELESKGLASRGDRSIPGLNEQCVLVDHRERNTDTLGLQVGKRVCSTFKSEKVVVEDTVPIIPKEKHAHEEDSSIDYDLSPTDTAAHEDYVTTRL
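Assay system: HEK293 cells with stable TRPC4beta plus mu-opioid receptor expression. Dosing: single dose. Measured by: Fluo4 Ca2+ flux fluorescence. Also added: DAMGO in two steps, submaximal then maximal. Read-out: B score from integrated Fluo4 fluorescence ratio.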
TRPC4 PAM: positive allosteric modulators of TRPC4, primary screen, cell-based, mouse TRPC4beta, HEK293 mu-opioid, Fluo-4 calcium. Short transient receptor potential channel 4 (Mus musculus), Q9QUQ5. DAMGO EC20, Fluo-4 Ca2+ flux; hits give high values. B-score at 10 µM. 310,000 tested, 0.42% active;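 active = B-score of calcium response area above 5 SD of library B-scores, with initial fluorescence ratio within 5 SD of library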;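 note: B-score of integrated fluorescence ratio over time as area under calcium response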
TRPC6 activator: mouse TRPC6 channel activators, primary screen, cell-based, HEK293, membrane potential dye. HEK293-TRPC6 membrane potential dye fluorescence; hits give high values. AID 2550, 2010. Short transient receptor potential channel 6 (Mus musculus), Q61143. 310,000 tested, 0.13% active. B-score at 10 µM;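 active = B-score of the integrated fluorescence ratio above library mean plus 3 SD, and starting fluorescence ratio within library mean plus 5 SD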;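 note: higher score means more depolarization so channel activation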
ANO1 block: TMEM16A chloride channel inhibitors, primary screen, cell-based, HTS; AID 588511, 2011; 310,000 tested, 1.2% active; HEK293 TMEM16A/YFP iodide influx fluorescence, ionomycin; normalized B-score (activity score, 25-100; higher = stronger inhibition) at 10 µM; Anoctamin-1 (Mus musculus), Q8BHY3;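 active = ratio plate-corrected score three or more library SD toward inhibition, starting fluorescence score within five deviations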;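 note: score derived from kinetic fluorescence span divided by baseline fluorescence per well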
MrgX1 antagonist: antagonists of human MrgX1 receptor, primary screen, HEK293 cells, Fluo-4 calcium flux; Mas-related G-protein coupled receptor member X1 (Homo sapiens), Q96LB2; BAM8-22 antagonism; hits give low values; B-score at 10 µM; 310,000 tested, 1.3% active; AID 588676, 2011;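 active = calcium-response B-score plate-corrected more than 3 library SD below zero, starting fluorescence within 5 deviations, no agonist response on first addition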;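 note: peak minus trough fluorescence over baseline after final BAM8-22 challenge near maximal dose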
TRPC4 agonist: activators of mouse TRPC4 channel, primary screen, Fluo4 calcium, HEK293 TRPC4beta/mu-opioid cells; Short transient receptor potential channel 4 (Mus musculus), Q9QUQ5; Fluo4 calcium fluorescence; hits give high values; B-score at 10 µM; 310,000 tested, 0.49% active;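 active = B-score above 5 SD of library B-scores, and initial fluorescence ratio not above library mean plus 5 SD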;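 note: positive B-score marks a calcium rise read as TRPC4 activation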
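Incubation: 45 min room-temperature Fluo4 loading, 110 s read / System: HEK293 cells stably co-expressing mouse TRPC4beta and mu-opioid receptor / Signal: Fluo4 fluorescence, kinetic / Control set: buffer (low) and maximal DAMGO (high) / Measure: integrated baseline-normalised fluorescence ratio, converted to per-well B score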
ANO1 activ: TMEM16A chloride channel activators or potentiators, primary screen, cell-based, HTS. 340,000 tested, 0.3% active. Anoctamin-1 (Mus musculus), Q8BHY3. B-score at 10 µM. AID 623877, 2012. HEK293 TMEM16A/YFP-H148Q/I152L, iodide quench fluorescence; hits give low values;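 active = fluorescence-ratio B-score plate-corrected deviation score at least 3 library SD below zero, with starting fluorescence score within 5 deviations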;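 note: channel opened by trigger with iodide after compound preincubation; score built on the fluorescence ratio of max minus min over baseline; more negative score means more quench and so TMEM16A activation or potentiation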
MrgX1 ag: agonists of human MrgX1 receptor, primary screen, HEK293 cells, Fluo-4 calcium flux | B-score at 10 µM | 310,000 tested, 0.44% active | Fluo-4 calcium fluorescence, agonist mode; hits give high values;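 active = calcium response B-score plate-corrected fluorescence ratio at least 3 library SD, with starting fluorescence B-score inside 5 SD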
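Test system: HEK293 cells stably expressing human MrgX1 receptor; Input: fifteen thousand cells per well; Dosing: compound delivered in addition one of three; Schedule: overnight seeding, then 1 h dark dye loading; Technique: Fluo-4 NW calcium fluorescence; Measure: B-scored fluorescence response ratio; Controls: positive and negative controls per plate.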
Numbers without * were called inactive; i = inactive; . = not tested or not shown.

SMILES	TRPC6 inhibitor	MrgX1 PAM	SKKanGAS inh	TRPC4 inh	TRPC4 PAM	TRPC6 activator	ANO1 block	MrgX1 antagonist	TRPC4 agonist	ANO1 activ	MrgX1 ag
CCOc1ccc(CNC(=O)C2CCN(C(=O)N3CC(C)Oc4ccccc43)CC2)cc1 (centres undefined)	i	i	-2	i	i	i	i	i	i	i	i
O=C(Cn1cnc([N+](=O)[O-])c1)NCc1ccc(F)cc1	i	i	1	i	i	i	i	i	i	i	i
O=C(NCc1cccs1)c1cc(S(=O)(=O)N2CCCCC2)ccc1Cl	i	i	-6	i	i	i	i	i	i	i	i
Cc1cc(C(=O)CSc2nnc(Cc3ccccc3)o2)c(C)n1Cc1ccc2c(c1)OCO2	i	i	-1	i	i	i	i	-7.5*	i	i	i
Fc1ccc(NC(=S)Nc2ccc(F)c(Cl)c2)cc1Cl	i	i	64*	i	i	i	100*	-4.8*	i	-10*	i
COC(=O)c1ccccc1NC(=O)Cn1c(CCC(=O)O)ccc1-c1cccs1	i	i	4	i	i	i	i	i	i	i	i
N#CCc1ccc(NC(=O)Cn2c(=O)oc3ccccc32)cc1	i	i	-4	i	i	i	i	i	i	i	i
O=C(Cc1cccs1)NCc1ccccc1F	i	i	1	i	i	i	i	i	i	i	i
NC(=O)CN1C(=O)C(=O)N(Cc2cccc(C(F)(F)F)c2)C1=O	i	i	2	i	i	i	i	i	i	i	i
COCC(=O)Nc1ccc(-c2cn3cccnc3n2)cc1	i	i	-4	i	i	i	i	i	i	i	i
Cn1c(CCCOc2ccc(Cl)cc2Cl)nnc1SCC(=O)Nc1nccs1	i	i	1	i	i	i	i	i	i	i	i
CCOC(=O)/C(C#N)=C/C=C1/C=CC=CN1C	i	i	0	i	i	i	i	i	i	i	i
OCCOCCn1c2ccccc2c2ccccc21	i	i	1	i	i	i	i	i	i	i	i
C=CCN1C(=O)c2ccc(C(=O)N(C)CC(=O)Nc3ccc(OCC)c(OCC)c3)cc2C1=O	i	i	22	i	i	i	i	i	i	i	i
COC(=O)C1=C(O)C2(C(=O)O)CC(C(=O)OC)=C(O)C(C(=O)O)(C1)C2	i	i	-2	i	i	i	i	i	i	i	i
O=C1[C@@H]2[C@H]3CC[C@H](C3)[C@@H]2C(=O)N1O	i	i	2	i	i	i	i	i	i	i	i
COC(=O)CCc1sc(Nc2ccccc2)nc1-c1ccc(OC)cc1	i	i	8	i	i	i	i	i	i	i	i
C/C(=C\C(=O)N1CCc2ccccc21)C(=O)O	i	i	-8	i	i	i	i	i	i	i	i
COc1ccc(/C=C2\SC(=O)N(CC(=O)NNC(=O)c3ccccc3O)C2=O)cc1	i	i	-4	i	i	i	i	i	i	i	i
NC(=O)[C@H]1CC2(CC(c3cccc(NC(=O)COc4ccc(Cl)cc4)c3)=NO2)CN1C(=O)c1ccc(Cl)cc1 (some centres undefined)	i	i	37	i	i	i	i	i	i	i	i
CCCCOc1ccc(/C=N/NC(=O)c2nnn(-c3nonc3N)c2C)cc1	i	i	-2	i	i	i	i	i	i	i	i
COc1cccc(CNC(=O)c2cc(S(=O)(=O)N3CCOCC3)cn2C)c1	i	i	-2	i	i	i	i	i	i	i	i
O=C(Nc1c2c(nn1-c1ccc(F)cc1)CS(=O)(=O)C2)c1ccc2c(c1)OCO2	i	i	8	i	i	i	i	i	i	i	i
CCC1(c2ccccc2)C(=O)NCNC1=O	i	i	17	i	i	i	i	i	i	i	i
CCCCn1c(=O)[nH]c2nc3cc(N)ccc3nc2c1=O	.	i	.	.	.	.	i	i	.	i	i
Cc1ccccc1OCC(=O)N/N=C/c1sc(=O)n(Cc2cccc(C(=O)O)c2)c1Cl	i	i	21	i	i	i	i	i	i	i	i
CN(C)S(=O)(=O)c1cccc(NC(=O)COC(=O)/C=C/c2ccc(Br)o2)c1	i	i	-7	i	i	i	i	i	i	i	i
CCOc1cc(/C=C/C(=O)OCC(=O)NCc2ccco2)cc(Cl)c1OC	i	i	-13	i	i	i	i	i	i	i	i
COc1cc(/C=C/c2ccc(O)cc2)cc(OC)c1	i	i	11	i	i	i	i	i	i	i	i
CCOc1ccc(N(C(=O)CNC(=O)c2ccco2)C(C(=O)NCC2CCCO2)c2ccccc2)cc1 (centres undefined)	i	i	6	i	i	i	i	i	i	i	i
CC(C)CN(C(=O)COc1ccc(Br)cc1C=O)C1CCS(=O)(=O)C1 (centres undefined)	i	i	-8	i	i	i	i	i	i	i	i
O=C(CSC1CC(=O)N(CC(c2ccccc2)c2ccccc2)C1=O)Nc1ccc(Cl)cc1 (centres undefined)	i	i	40	i	i	i	25*	i	i	i	i
O=C(CSc1nnc(CSc2nc3ccccc3s2)o1)NC1CCCCC1	i	i	0	i	i	i	i	i	i	i	i
O=C(Cc1ccc(-n2c(=O)[nH]c3ccsc3c2=O)cc1)NCc1cccnc1	i	i	2	i	i	i	i	i	i	i	i
O=c1cnn([C@@H]2O[C@H](CO)[C@@H](O)[C@H]2O)c(=O)[nH]1	i	i	-2	i	i	i	i	i	i	i	i
COc1cccc(NC(=O)CN(C)C(=O)c2ccc3ccccc3c2)c1	i	i	-8	i	i	i	i	i	i	i	i
COc1ccc(N2CCN(S(=O)(=O)c3c(C)noc3/C=C/N(C)C)CC2)cc1	i	i	12	i	i	i	i	i	i	i	i
CC(C)N1CCC(N2CCN(Cc3ccc(Oc4ncccn4)cc3)CC2CCO)CC1 (centres undefined)	i	i	-3	i	i	i	i	i	i	i	i
NCC12CC3CC(C1)CC(CN)(C3)C2	i	i	-11	i	i	i	i	i	i	i	i
O=C1CC(c2c(F)cccc2Cl)C(n2cncn2)C(O)=C1C1NCCc2ccccc21 (centres undefined)	i	i	2	i	i	i	i	i	i	i	i
Cc1ccccc1NS(=O)(=O)c1ccc(NC(=O)CSCc2ccc(Br)cc2)cc1	i	i	6	i	i	i	i	i	i	i	i
Cn1c(-c2ccccc2)cnc1NCc1ccccc1	i	i	3	-6*	i	i	i	i	i	i	i
CCCCN(C(=O)CNC(=O)c1cccs1)C(C(=O)NC1CCCCC1)c1cccnc1 (centres undefined)	i	i	-2	i	i	i	i	i	i	i	i
COC(=O)Cc1ccc(OC(=O)CCS(=O)(=O)c2ccc(C)cc2)cc1	i	i	-1	i	i	i	i	i	i	i	i
CC(=O)Nc1nnc(SCC(=O)NCCOc2ccccc2)s1	i	i	1	i	i	i	i	i	i	i	i
COc1ccc(F)c(CN2CCC(CO)(Cc3cccc(C(F)(F)F)c3)CC2)c1	i	i	0	i	i	i	i	i	i	i	i
c1ccc(CNc2nc(-c3ccccn3)nc3ccccc23)cc1	-7*	i	93*	i	i	i	i	i	i	i	i
CCOc1ccc(NS(=O)(=O)c2ccc(NS(=O)(=O)c3cccs3)cc2)cc1	i	i	0	i	i	i	i	i	i	i	i
O=C(N/N=C/C=C\c1ccccc1)c1cnccn1	i	i	.	i	i	i	i	i	i	i	i
COc1ccccc1-n1cnnc1SCC(=O)N1CC(=O)Nc2ccccc21	i	i	-18	i	i	i	i	i	i	i	i
CC(=O)Nc1ccc2c(c1)ncn2-c1ccc(C)cc1	-5.5*	i	.	i	i	i	i	i	i	i	i
CC(/C=N/NC(=O)c1ccccc1F)c1ccccc1 (centres undefined)	i	i	-8	i	i	i	i	i	i	i	i
CCOC(=O)C(C)Oc1ccsc1C(=O)OC (centres undefined)	i	i	-3	i	i	i	i	i	i	.	i
O=C(NC1CCCC1)c1ccc2c(c1)S(=O)(=O)c1ccccc1C2=O	i	i	1	i	i	i	i	i	i	i	i
Cc1c(Cl)ccc2c(C(N)=O)cc(-c3ccccn3)nc12	i	i	-11	i	i	i	i	i	i	i	i
Cc1cc(=O)[nH]c(SCC(=O)Nc2ccc(F)c([N+](=O)[O-])c2)n1	i	i	-3	i	i	i	i	i	i	i	i
CC(OC(=O)c1ccccc1OCc1ccc(Cl)cc1)C(N)=O (centres undefined)	i	i	19	i	i	i	i	i	i	i	i
COc1ccc(/C=C(\C#N)C(=O)NCc2cccs2)cc1OC	i	i	1	i	i	i	i	i	i	i	i
Cc1ccccc1OCC(=O)N/N=C/C=C/c1ccccc1	i	i	-5	i	i	i	i	i	i	i	i
O=C(C1=C[C@@H](c2ccc3c(c2)OCO3)C[C@@H](OCCCCO)O1)N1CCN(Cc2ccc3c(c2)OCO3)CC1	i	i	-2	i	i	i	i	i	i	i	i

New compounds follow.
SMILES	TRPC6 inhibitor	MrgX1 PAM	SKKanGAS inh	TRPC4 inh	TRPC4 PAM	TRPC6 activator	ANO1 block	MrgX1 antagonist	TRPC4 agonist	ANO1 activ	MrgX1 ag
Cc1cccn2c(=O)c3cc(C#N)c(=NC(=O)c4cccs4)n(CCCOC(C)C)c3nc12	i	i	27	i	i	i	i	i	i	i	i
C/C(=N\Nc1cccc([N+](=O)[O-])c1)c1ccccc1O	i	i	-21	i	i	i	i	i	i	i	i
CCOC(=O)C1CCN(C(=O)c2cc3c(C)cc(C)cc3[nH]2)CC1	i	i	-2	i	i	i	i	i	i	i	i
COC(=O)C1=C(C)N(Cc2ccccc2)C(=O)N[C@H]1c1cccc(C(F)(F)F)c1	i	i	5	i	10*	i	i	i	i	i	i
Nc1nnc(SCC(=O)Nc2ccccc2N2CCOCC2)s1	i	i	-20	i	i	i	i	i	i	i	i
COC(=O)NNC(=O)COc1cc(C)c(Br)cc1C(C)C	i	i	0	i	i	i	i	i	i	i	i
C=CCn1c(COc2ccccc2)nnc1SCc1ccc(C#N)cc1	i	i	-7	i	i	i	i	i	i	i	i
Cc1noc(C)c1S(=O)(=O)N1CCC(C(N)=O)CC1	i	i	-3	i	i	i	i	i	i	i	i
